Screening data deposited in PubChem BioAssay by several laboratories.
Myeloid diff MLP: myeloid differentiation induction | ER-HoxA9 myeloid progenitors, lysozyme-GFP differentiation, flow cytometry | calls only at 10 µM | actives 1% (n = 360,000);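 active means normalized GFP-positive differentiation at or above the plate's own cutoff, the solvent-only control mean plus 3 SD; inconclusive means no clear call, values can overlap the other calls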;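 further: cells exposed to compound for four days before flow analysis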
T cell HTS: T cell immune modulators affecting CD8 T cell-vesicle binding | 2C CD8+ T cell-vesicle binding, flow cytometry; active compounds read low | calls only at 7 µM | actives 0.068% (n = 330,000) | AID 2052;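 active means response, share of CD8 T cells binding vesicles, and their 90th percentile fluorescence all below set limits, cut at about 80% in these data, passing the limit was not always enough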
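incubation = binding step 1.5 h, 37 °C, antibody labelling 20 min, ice | test system = 2C mouse CD8+ T cells | read-out basis = percent CD8+ FL2 mean versus row control | controls = Peptide-free naked vesicles (low) and QL9 vesicles with 0.7% DMSO vehicle (high) | detection = flow cytometry of vesicle-bound cells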
West Nile virus CPE: inhibition of WNV-induced cytopathic effect – cell-based, CPE readout (AID 1621) | West Nile virus-infected cells, CPE inhibition; higher % means a stronger effect | CPE inhibition, % at 10 µM; hits with a dose series show IC50 in µM | actives 0.02% (n = 290,000); in the data active means a potency from the dose series; inconclusive means CPE inhibition mostly from about 3.7% at the one dose, without a potency; inactive means the rest, 99 in 100 with CPE inhibition below about 2.2%; further: strong numbers were not always called active
MT stabilize HCS: microtubule stabilizers in HeLa cells; HeLa tubulin immunostaining HCS, 24 h; share of cells brighter than vehicle mean+2SD; % tubulin-high responders, % at 10 µM; actives 0.83% (n = 200,000);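 active means plate Z-score above 3 for both tubulin-high and condensed-nucleus cell shares, with cell loss under 80%, at 10 µM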;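 further: anti alpha tubulin signal scored within the nucleus-defined area of each cell; some results filed as inactive read as strong as hits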
Ins promoter up: MIN6 insulin promoter up-regulation; actives 0.3% (n = 190,000); z-score at 5 µM; MIN6 insulin promoter-GFP reporter, high-content imaging; active compounds read high; AID 1625;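 active means z-score above 3 at 5 µM with at least 500 cells counted in the well; inconclusive means wells under 500 cells, flagged as cytotoxic or low count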
bCat nuc transl: beta-catenin nuclear translocation modulation; HeLa beta-catenin nuclear translocation, immunofluorescence imaging; nuclear translocation activity, % at 5 µM; actives 0.3% (n = 190,000); AID 1665;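 active means nuclear translocation activity above 50% at 5 µM, with a well cell count of 50 or more; inconclusive means wells under 50 cells across six images, flagged as toxic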;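 further: per-cell ratio of nuclear to cytoplasmic median beta-catenin stain intensity; plate controls were DMSO negative control for no effect and GSK-3 inhibitor IX positive control for full effect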
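Signal – beta-catenin immunofluorescence imaging with DAPI · Test system – human HeLa cell line · Dosing – 5 µM primary single dose, 0.1% DMSO, 0.02–20 µM confirmation series · Measure – % activation, nuclear-to-cytoplasmic median beta-catenin signal ratio per cell · Incubation – 24 h compound exposure at 37°C, 5% CO2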
WT yeast gro inh: growth inhibition of WT yeast, mitochondrial fusion screen; mitochondrial fusion phenotypic screen, WT strain; inhibition, % at 10 µM; actives 2.1% (n = 190,000); AID 1362; in the data active means inhibition above about 58%; tested in S. cerevisiae
Autophagy HCS: autophagy modulation, high-content screen; MEF GFP-LC3 puncta imaging; test concentration mostly 10 µM; calls only at 10 µM (by protocol); actives 0.98% (n = 190,000); AID 463193;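 active means percentage of spot-positive cells more than 3 SD above its plate mean, without a fluorescence outlier flag or 80% toxicity; inconclusive means no clear call, values can overlap the other calls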;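 further: spot-positive cell cutoff set from DMSO-treated cells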
Lipid droplet: modulators of hepatic lipid droplet formation; AML12 mouse hepatocytes, oleate lipid droplets, BODIPY imaging; inhibition, % at 6.5 µM; actives 0.4% (n = 240,000);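 active means lipid droplet intensity inhibited by at least 50%, with more than 500 cells counted; inconclusive means wells with under 300 cells, treated as cytotoxic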
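Test system: AML12 hepatocytes (mouse); reagent: oleate loading, 100 µM; dosing: one dose, 6.5 µM compound; incubation: overnight exposure; signal: fluorescence imaging, 20x objective, two fields per well; read-out basis: % inhibition of corrected integrated BODIPY droplet signal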
WT yeast gro inh mutant strain: second read-out of WT yeast gro inh, no call of its own (marks repeat the call); inhibition, %; mitochondrial fusion phenotypic screen, mutant strain inhibition
Ins promoter up cell count: recorded beside Ins promoter up, whose call it bears; cell count; measured here: cytotoxicity, nuclei count;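 total cells summed across four imaged fields per well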
Lipid droplet cells 6.5 µM: second read-out of Lipid droplet, no call of its own (marks repeat the call); cell count; measured here: cell count, cytotoxicity flag;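 cells counted across two imaged fields per well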
bCat nuc transl cell count 5 µM: recorded beside bCat nuc transl, whose call it bears; cell count; measured here: cell count, cytotoxicity flag
T cell HTS vesicle-bound %: second read-out of T cell HTS, no call of its own (marks repeat the call); double positive events, %; measured here: CD8+ vesicle-bound cell fraction;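 binding gate set so that unloaded-vesicle control wells show 10% double positive cells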
MT stabilize HCS Hoechst-high %: recorded beside MT stabilize HCS, whose call it bears; % Hoechst-high responders; measured here: nuclear condensation Hoechst responders;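 share of cells brighter than vehicle mean plus two SD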
MT stabilize HCS cytotoxicity %: further read-out of MT stabilize HCS, marked with its call; toxicity, %; measured here: cytotoxicity by cell density;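 0% = mean cell density of plate MIN control wells and 100% = no cells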
Autophagy HCS cell loss 18 h: also measured in Autophagy HCS; calls as there; toxicity, %; measured here: cell loss, nuclei count;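 cell loss after 18 h compound exposure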
Myeloid diff MLP GFP+ MAC1+ %: further read-out of Myeloid diff MLP, marked with its call; GFP+ MAC1+ double positive, %; measured here: differentiation confirmed by MAC1 staining
An asterisk follows results filed as active; i = inactive; ? = inconclusive; . = no result given; + = active, no number.

Order of values: T cell HTS | Ins promoter up cell count | Autophagy HCS | MT stabilize HCS Hoechst-high % | West Nile virus CPE | Lipid droplet | bCat nuc transl cell count 5 µM | Lipid droplet cells 6.5 µM | MT stabilize HCS | Autophagy HCS cell loss 18 h | Myeloid diff MLP GFP+ MAC1+ % | Ins promoter up | bCat nuc transl | Myeloid diff MLP | MT stabilize HCS cytotoxicity % | WT yeast gro inh | T cell HTS vesicle-bound % | WT yeast gro inh mutant strain
#1 CCCCC(=O)N1C/C=C\C(c2ccc(OC)cc2)N(Cc2ccc(F)cc2)C(=O)[C@H]1Cc1ccccc1 (stereo partly specified)
→ i | . | . | . | -1.4% | -16 | 1022 | 753 | . | . | 3.0 | . | -0.5 | i | . | . | 29 | .
#2 COC(=O)CCCC1=CC2=CC(=O)C(C)(OC(=O)C3CCCC3)C(=O)C2=CO1 (stereo unspecified)
→ i | 1158 | . | . | -0.7% | . | 1233 | . | . | . | . | -0.63 | -1.7 | . | . | . | 40 | .
#3 CCNC(=O)C(=O)NCC1OCCCN1S(=O)(=O)c1cccs1 (stereo unspecified)
→ i | 1110 | i | 2.4 | -0.1% | 10 | 938 | 655 | 2.9 | 1 | 0.5 | 0.33 | 1.4 | i | 4.9 | -1 | 40 | 12
#4 O=C(CN(Cc1ccc(F)cc1)C(=O)CCC(=O)Nc1nccs1)NCC1CCCO1 (stereo unspecified)
→ i | . | . | . | -0.3% | 2 | . | 845 | . | . | 11* | . | . | + | . | . | 8 | .
#5 O=C(O)c1cc2c(s1)-c1ccccc1CC2
→ i | 1459 | i | 2.3 | -0.8% | 4 | 1026 | 721 | 2.8 | -7 | 0.6 | 0.89 | -0.9 | i | 4.2 | -15 | 53 | 8
#6 S=C(Nc1cccc(Cl)c1Cl)N1CCCC1
→ i | . | . | . | -0.1% | 4 | . | 687 | . | . | 1.3 | . | . | i | . | . | 30 | .
#7 O=C(COc1ccccc1)Nc1nnc(-c2ccc(Cl)cc2)o1
→ i | . | . | . | -0.6% | 26 | . | 854 | . | . | 2.1 | . | . | i | . | . | 18 | .
#8 Cc1cc(Cl)c(S(=O)(=O)NCC2CCCO2)cc1OCC(=O)NC1CCCCC1 (stereo unspecified)
→ i | 842 | i | 1.5 | -1.8% | 0 | . | 750 | 2.7 | -3 | 1.6 | -0.54 | . | i | 9.1 | -6 | 47 | -9
#9 Cc1ccc(S(=O)(=O)/N=C2/NC(=O)/C(=C/c3ccncc3)S2)cc1
→ i | 1429 | i | 2.2 | 0.3% | -3 | 510 | 629 | 2.2 | 1 | . | 0.53 | -0.5 | . | 2.3 | 4 | 29 | 4
#10 COc1ccc(C2=NS(=O)(=O)N(C)C(C(=O)NCc3ccccc3)=C2)cc1OC
→ i | . | . | . | 0.6% | 3 | . | 785 | . | . | 0.7 | . | . | i | . | . | 26 | .
#11 CC1CCCN(C(=O)CSc2nc3ccccc3o2)C1 (stereo unspecified)
→ i | 1435 | i | 2.4 | 0.0% | . | 1388 | . | 3.2 | -4 | 0.8 | -0.01 | -2.3 | i | 3.3 | 15 | 6 | 0
#12 N#CC1(NC(=O)COC(=O)/C=C/c2ccc3ccccc3n2)CCCCC1
→ i | . | . | . | -0.3% | 2 | . | 857 | . | . | 1.3 | . | . | i | . | . | 41 | .
#13 Cc1ccc(C(=O)Oc2cc(N)n(S(=O)(=O)c3ccc(F)cc3)n2)cc1
→ i | . | . | . | 0.9% | -4 | . | 833 | . | . | 1.8 | . | . | i | . | . | 39 | .
#14 CC1=Nc2ccccc2N=C(NC(=O)CSc2nnnn2-c2ccccc2)C1c1ccccc1 (stereo unspecified)
→ i | 1265 | i | 2.7 | . | -9 | 1187 | 761 | 2.4 | -2 | 0.5 | -0.6 | -2.8 | i | 33 | -11 | 42 | 14
#15 CCCSc1nnc(CSc2nc3ccccc3s2)n1-c1ccccc1
→ i | 1614 | i | 1.3 | -0.4% | . | 1332 | . | 1.9 | 9 | 11 | -0.24 | -2.5 | i | 8.1 | -26 | 23 | 2
#16 Cc1ccc(C2CC(C(F)(F)F)n3nc(C(=O)NCC4CCCO4)cc3N2)cc1 (stereo unspecified)
→ . | 1242 | i | 2.2 | -0.9% | . | 955 | . | 1.7 | -12 | . | 0.41 | -4.4 | . | 13 | . | . | .
#17 COc1ccc(NC(=O)C(c2ccc(Cl)cc2)C(C)C)cn1 (stereo unspecified)
→ i | . | . | . | -0.4% | -1 | . | 873 | . | . | 0.4 | . | . | i | . | . | 21 | .
#18 COc1cccc(CNC(=O)c2ccc(NC(=O)C3=CSCCO3)cc2)c1
→ i | . | . | . | 0.9% | 13 | . | 706 | . | . | . | . | . | ? | . | . | 30 | .
#19 CCc1cccc(Oc2nn[nH]n2)c1
→ i | . | i | 2.4 | 0.0% | . | . | . | 2.0 | 15 | 1.1 | . | . | i | 1.3 | 2 | 34 | 10
#20 CC(C)[C@H](NC(=O)C1CCCC1)c1nc2ccccc2[nH]1
→ i | 1309 | i | 2.0 | -0.2% | 5 | 1127 | 701 | 3.5 | 1 | 0.2 | -0.39 | -0.8 | i | 6.1 | -9 | 30 | 9
#21 O=C(CCCN1C(=O)CCC1=O)Nc1ccc2c(c1)OCO2
→ i | 1179 | i | 1.0 | 0.2% | 6 | 1189 | 720 | 4.2 | 1 | 1.1 | -0.29 | 1.2 | i | 76 | -20 | 36 | -9
#22 COc1ccc(/C=C2\SC(=O)N(CC(=O)N(C)C3CCS(=O)(=O)C3)C2=O)cc1 (stereo unspecified)
→ i | . | . | . | -0.8% | 0 | . | 743 | . | . | 0.0 | . | . | i | . | . | 11 | .
#23 CC(=O)Nc1ccc(SCc2c(C)noc2C)cc1
→ i | . | . | . | 0.0% | -2 | . | 833 | . | . | 0.7 | . | . | i | . | . | 64 | .
#24 COc1cc(CN(C)CCc2ccccc2)ccc1OCc1ccccc1
→ i | 709 | i | 1.7 | -0.3% | . | 1418 | . | 1.5 | -22 | 0.3 | -0.66 | -0.3 | i | 12 | -4 | 8 | 3
#25 O=C(Cc1ccc(Cl)cc1)c1c[nH]c(C(=O)NCCCn2ccnc2)c1
→ i | 1220 | i | 2.6 | 1.1% | 21 | 1099 | 723 | 1.8 | -8 | 0.6 | 0.12 | -0.3 | i | 9.4 | -2 | 37 | -12
#26 Cc1no[n+]([O-])c1COc1ccc(/C=N/n2nnnc2N)cc1
→ i | 1408 | i | 2.3 | -1.0% | 16 | 504 | 652 | 2.3 | -4 | 1.4 | -0.45 | -2.4 | i | 2.9 | -12 | 39 | -17
#27 Cc1ccc(NC(=O)N[C@H](C(=O)O)C(C)C)c(C)c1
→ i | 1099 | . | . | 0.1% | 18 | 1338 | 702 | . | . | 0.4 | -0.17 | 1.2 | i | . | . | 23 | .
#28 O=C(CC1SCCNC1=O)Nc1cccc(Cl)c1 (stereo unspecified)
→ i | 1364 | i | 1.6 | 0.2% | -2 | 993 | 764 | 6.3 | -5 | 0.8 | -0.18 | 0.4 | i | 2.7 | -3 | 11 | 4
#29 COc1ccc(C2NC(=S)NC(C)=C2C(=O)Nc2ccccn2)cc1OC (stereo unspecified)
→ i | 1246 | + | 1.6 | -0.6% | 8 | 615 | 603 | 4.7 | -14* | 0.4 | -0.64 | -1.7 | i | 2.7 | 7 | 31 | -1
#30 Cn1c(SCCN2CCCC2)nnc1C1CCN(S(=O)(=O)c2cccc(F)c2)CC1
→ i | . | . | . | -0.2% | 3 | . | 771 | . | . | 0.5 | . | . | i | . | . | 37 | .
#31 CCCCn1nnc(NC(=O)CC23CC4CC(CC(C4)C2)C3)n1
→ i | 1238 | i | 0.8 | -0.2% | -25 | . | 756 | 2.8 | 1 | 0.9 | 0.17 | . | i | 5.5 | -8 | 49 | -1
#32 Cc1ccccc1C(=O)Nc1ccc(N2CCCCCC2)cc1
→ i | . | i | 35* | -1.1% | 20 | 1484 | 706 | 13* | 3 | 0.2 | . | 1.4 | i | 28* | 18 | 44 | 15
#33 Cc1ccc(C=Nc2ccccc2C(N)=O)o1
→ i | 1226 | i | 3.1 | -0.2% | 28 | 527 | 709 | 2.6 | -6 | 0.3 | 0.29 | -0.7 | i | 12 | -8 | 41 | -11
#34 CSc1cnc2c(N)nc(N(C)C)nc2n1
→ i | 1242 | i | 1.3 | 0.0% | 9 | 513 | 745 | 1.2 | 1 | 0.1 | 0.73 | -0.2 | i | 1.4 | -2 | 56 | -40
#35 COc1ccc(CC(=O)c2ccccc2C(=O)O)cc1
→ i | . | i | 1.8 | 0.4% | . | 1152 | . | 1.6 | -5 | 6.3 | . | 0.6 | i | 5.2 | -12 | 22 | -1
#36 CCCCNC(=O)Cn1cnc2sc(C(=O)OCC)c(C)c2c1=O
→ i | 1549 | i | 2.2 | 0.4% | . | 1403 | . | 5.3 | 8 | 0.6 | -0.07 | 1.4 | i | 4.3 | -7 | 49 | -9
#37 COc1ccc(NC(=O)CN(c2ccccc2)S(=O)(=O)N(C)C)cc1Cl
→ i | 1609 | i | 1.7 | -0.5% | -1 | 991 | 649 | 1.8 | 15 | 0.3 | 1.9 | -0.4 | i | 1.3 | 12 | 53 | -1
